Compound activity deposited in PubChem by The Scripps Research Institute Molecular Screening Center.
PME-1 inh: PME-1 inhibitors via competitive probe labeling, primary screen, biochemical, fluorescence polarization, FP-Rh probe, HTS. inhibition, % at 5.9 µM. AID 2130, 2009. recombinant PME-1. Protein phosphatase methylesterase 1 (Homo sapiens), Q9Y570. 320,000 compounds, 0.53% hits;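 active means inhibition above the campaign mean of all compounds plus 3 SD, cut at about 26% in these data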;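 further: competitive labeling of PME-1 active site by serine hydrolase directed probe; 0% = PME-1 with DMSO and 100% = wells lacking PME-1 enzyme; inhibitors block probe labeling so polarization falls and inhibition rises; many of its hits are not listed in these tables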
Target sequence (Q9Y570 whole entry, looked up): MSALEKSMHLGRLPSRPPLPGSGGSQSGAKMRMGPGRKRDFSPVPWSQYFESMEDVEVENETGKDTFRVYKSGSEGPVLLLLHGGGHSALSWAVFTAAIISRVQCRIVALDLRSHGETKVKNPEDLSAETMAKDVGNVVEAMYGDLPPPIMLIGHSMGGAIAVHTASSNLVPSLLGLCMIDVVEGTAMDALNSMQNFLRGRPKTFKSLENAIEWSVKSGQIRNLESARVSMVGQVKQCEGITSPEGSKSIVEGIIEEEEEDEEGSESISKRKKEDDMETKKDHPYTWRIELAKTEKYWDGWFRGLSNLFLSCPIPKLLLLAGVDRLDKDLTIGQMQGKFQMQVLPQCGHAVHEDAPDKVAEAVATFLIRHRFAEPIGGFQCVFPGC
GSTO1 counter: inhibitors of recombinant GSTO1, primary screen, counter-screen for RBBP9 inhibitor project, biochemical, fluorescence polarization; Glutathione S-transferase omega-1 (Homo sapiens), P78417; activity-based probe fluorescence polarization; inhibition, % at 5.96 µM; 300,000 compounds, 1.1% hits; AID 1974, 2009;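 active means inhibition above the campaign mean inhibition plus 3 SD, cut at about 35% in these data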;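 further: 0% = GSTO1-1 with DMSO and 100% = wells lacking GSTO1-1 enzyme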
LYPLA1 counter: LYPLA1 inhibitors, primary screen, counter-screen for PME1 inhibitor project, biochemical, fluorescence polarization, FP-Rh probe ABPP; Acyl-protein thioesterase 1 (Homo sapiens), O75608; recombinant LYPLA1; inhibition, % at 5.9 µM; 320,000 compounds, 0.16% hits; AID 2174, 2009;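 active means inhibition above the mean of all tested compounds plus 3 SD, set per campaign, cut at about 14% in these data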;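 further: inhibitors block serine hydrolase probe labeling of LYPLA1 so polarization falls; 0% = enzyme with DMSO and 100% = wells lacking LYPLA1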
PAFAH2 inh: PAFAH2 enzyme inhibitors, primary screen, biochemical, fluorescence polarization, human; AID 492956, 2010; 340,000 compounds, 0.99% hits; Platelet-activating factor acetylhydrolase 2, cytoplasmic (Homo sapiens), Q99487; recombinant PAFAH2, FP-rhodamine activity probe; inhibition, % at 3.39 µM;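 active means inhibition above the mean over all tested compounds plus 3 SD, cut at about 30% in these data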;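 further: inhibitors block probe labeling of enzyme so polarization drops; 0% = enzyme with DMSO and 100% = wells lacking PAFAH2 protein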
PAD4 inh: human PAD4 inhibitors, primary screen, biochemical, fluorescence polarization, 1536-well format; Protein-arginine deiminase type-4 (Homo sapiens), Q9UM07; recombinant PAD4, RCA probe fluorescence polarization; inhibition, % at 6.36 µM; 330,000 compounds, 0.41% hits;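 active means percent inhibition above a cutoff equal to the mean of all tested compounds plus 3 SD, cut at about 15% in these data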;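 further: 0% = PAD4 with RCA probe and DMSO and 100% = probe without PAD4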
pPAFAH inh: pPAFAH enzyme inhibitors, primary screen, biochemical, fluorescence polarization, human; Platelet-activating factor acetylhydrolase (Homo sapiens), Q13093; recombinant pPAFAH, FP-rhodamine probe fluorescence polarization; inhibition, % at 3.39 µM; 330,000 compounds, 1.5% hits;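 active means inhibition above the mean inhibition across the screen plus 3 SD, cut at about 25% in these data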;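 further: inhibitors block binding of the rhodamine activity-based probe so polarization drops; 0% = enzyme with DMSO and 100% = wells lacking pPAFAH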
PAFAH1B3 FP inh: PAFAH1B3 enzyme inhibitors, primary screen, biochemical, fluorescence polarization, human; Platelet-activating factor acetylhydrolase IB subunit alpha1 (Homo sapiens), Q15102; 340,000 compounds, 0.28% hits; recombinant PAFAH1B3, FP-rhodamine probe; inhibition, % at 3.39 µM; AID 492972, 2010;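 active means inhibition above the screen-wide average of all tested compounds plus 3 SD, cut at about 25% in these data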;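 further: 0% = enzyme with DMSO only and 100% = wells lacking PAFAH1B3 protein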
PAFAH1B2 inh: PAFAH1B2 enzyme inhibitors, primary screen, biochemical, fluorescence polarization, human; Platelet-activating factor acetylhydrolase IB subunit alpha2 (Homo sapiens), P68402; recombinant PAFAH1B2, FP-rhodamine activity probe; inhibition, % at 3.39 µM; 340,000 compounds, 1.2% hits; AID 492953, 2010;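 active means inhibition above the mean of all tested compounds plus 3 SD, cut at about 24% in these data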;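 further: 0% = enzyme with DMSO and 100% = wells lacking PAFAH1B2; many of its hits are not listed in these tables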
Target sequence (P68402 whole entry, looked up): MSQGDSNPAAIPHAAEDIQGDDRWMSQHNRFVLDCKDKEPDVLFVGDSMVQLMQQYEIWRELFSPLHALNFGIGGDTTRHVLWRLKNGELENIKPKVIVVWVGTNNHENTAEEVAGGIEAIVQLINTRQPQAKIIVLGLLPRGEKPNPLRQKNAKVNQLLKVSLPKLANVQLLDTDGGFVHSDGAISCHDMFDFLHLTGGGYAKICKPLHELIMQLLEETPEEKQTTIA
LYPLA2 counter: LYPLA2 inhibitors, primary screen, counter-screen for PME1 inhibitor project, biochemical, fluorescence polarization, FP-Rh probe ABPP. recombinant LYPLA2. Acyl-protein thioesterase 2 (Homo sapiens), O95372. inhibition, % at 5.9 µM. AID 2177, 2009. 320,000 compounds, 0.38% hits;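 active means inhibition above the screen-wide mean plus 3 SD, limit set per campaign, cut at about 26% in these data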;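 further: 0% = LYPLA2 with DMSO and 100% = wells lacking LYPLA2 enzyme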
Target sequence (O95372 whole entry, looked up): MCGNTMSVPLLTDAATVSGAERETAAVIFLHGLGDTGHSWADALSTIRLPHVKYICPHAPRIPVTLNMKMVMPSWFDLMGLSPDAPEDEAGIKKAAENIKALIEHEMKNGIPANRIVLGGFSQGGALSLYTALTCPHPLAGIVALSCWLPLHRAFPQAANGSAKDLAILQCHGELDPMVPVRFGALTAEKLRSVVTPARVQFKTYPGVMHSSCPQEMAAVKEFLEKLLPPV
* marks the source's active call; other numbers are inactive results. A portion of the library (hit frequency here may not be typical).

CC(C)(C)C(=O)N(CCN(C(=O)C(C)(C)C)c1ccccc1)c1ccccc1 was read as PME-1 inh 2, GSTO1 counter 7, LYPLA1 counter -2, PAFAH2 inh 0, PAD4 inh -5, pPAFAH inh 0, PAFAH1B3 FP inh 5, PAFAH1B2 inh 12 and LYPLA2 counter 0.
`C/C(=N\O)c1c(C)c2ccccc2n1C` gave PME-1 inh 2, GSTO1 counter -5, LYPLA1 counter 0, PAFAH2 inh -1, PAD4 inh -4, pPAFAH inh 1, PAFAH1B3 FP inh 4, PAFAH1B2 inh 4 and LYPLA2 counter -3.
For O=C(CCSc1nnc2ccccn12)Nc1ccc(F)cc1 the results were PME-1 inh -6, GSTO1 counter -5, LYPLA1 counter 2, PAFAH2 inh 6, PAD4 inh -7, pPAFAH inh 7, PAFAH1B3 FP inh 0, PAFAH1B2 inh -2 and LYPLA2 counter 5.
For CCN(CC)Cc1c(C(=O)OC(C)C)nnn1-c1nonc1N the results were PME-1 inh -1, GSTO1 counter 2, LYPLA1 counter 0, PAFAH2 inh 1, PAD4 inh -6, pPAFAH inh 0, PAFAH1B3 FP inh 6, PAFAH1B2 inh -2 and LYPLA2 counter -2.
For CC(=O)NC(CCS(C)(=O)=O)C(=O)Nc1ccccc1 (configuration not stated) the results were PME-1 inh -2, GSTO1 counter -4, LYPLA1 counter -4, PAFAH2 inh -2, PAD4 inh -4, pPAFAH inh -1, PAFAH1B3 FP inh -1, PAFAH1B2 inh 4 and LYPLA2 counter -4.
`COc1cc(C2OC(=O)c3ccccc3S2)cc(OC)c1OC` (configuration not stated) gave PME-1 inh 6, GSTO1 counter 6, LYPLA1 counter 1, PAFAH2 inh 6, PAD4 inh 11, pPAFAH inh 3, PAFAH1B3 FP inh 7, PAFAH1B2 inh 2 and LYPLA2 counter -2.
COC(=O)N/N=C/c1cn(CCOc2ccc(OC)cc2)c2ccccc12 was read as PME-1 inh 2, GSTO1 counter 3, LYPLA1 counter -2, PAFAH2 inh 0, PAD4 inh 2, pPAFAH inh 22, PAFAH1B3 FP inh 15, PAFAH1B2 inh 8 and LYPLA2 counter 13.
CCOC(=O)c1sc(=S)n(C)c1NC(=O)c1ccccc1Cl was read as PME-1 inh -1, GSTO1 counter 3, LYPLA1 counter -3, PAFAH2 inh -3, PAD4 inh 0, pPAFAH inh 2, PAFAH1B3 FP inh 7, PAFAH1B2 inh 1 and LYPLA2 counter 9.
Screening COc1ccc(C2=NN(C(=O)c3ccco3)C(c3cc4ccccc4nc3Cl)C2)cc1 (configuration not stated) returned PME-1 inh -3, GSTO1 counter -7, LYPLA1 counter 2, PAD4 inh 0, pPAFAH inh -7 and LYPLA2 counter -3.
For COc1ccc(N(CC(=O)Nc2ccc(C(C)C)cc2)S(=O)(=O)c2c(C)noc2C)cc1 the results were PME-1 inh -2, GSTO1 counter 9, LYPLA1 counter -4, PAFAH2 inh 1, PAD4 inh 2, pPAFAH inh 1, PAFAH1B3 FP inh 4, PAFAH1B2 inh 3 and LYPLA2 counter -4.
Screening O=C(NC1CCCC1)C(c1ccsc1)N(C(=O)Cc1cccs1)c1ccc(F)cc1 (configuration not stated) returned PME-1 inh -1, GSTO1 counter 0, LYPLA1 counter -4, PAFAH2 inh 7, PAD4 inh -3, pPAFAH inh -2, PAFAH1B3 FP inh 11, PAFAH1B2 inh 4 and LYPLA2 counter -4.
`O=c1cc(CS(=O)(=O)c2ccccc2)nc(-c2ccncc2)[nH]1` gave PME-1 inh -3, GSTO1 counter 1, LYPLA1 counter -2, PAFAH2 inh 6, PAD4 inh -2, pPAFAH inh -2, PAFAH1B3 FP inh 9, PAFAH1B2 inh 4 and LYPLA2 counter -1.
`C=CCn1c(=N)n(CC(=O)c2ccc(Br)cc2)c2ccccc21` gave PME-1 inh 13, GSTO1 counter 0, LYPLA1 counter 1, PAFAH2 inh 5, PAD4 inh -1, pPAFAH inh 5, PAFAH1B3 FP inh 4, PAFAH1B2 inh 2 and LYPLA2 counter 6.
`COc1ccc(CCN2C(=O)CS/C2=N\NC(=O)c2cccs2)cc1OC` gave PME-1 inh -3, GSTO1 counter 7, LYPLA1 counter 0, PAFAH2 inh 1, PAD4 inh -3, pPAFAH inh 6, PAFAH1B3 FP inh 4, PAFAH1B2 inh 4 and LYPLA2 counter 1.
`Brc1ccc(-c2ccccc2)cc1` gave PME-1 inh -2, LYPLA1 counter -4, PAFAH2 inh -2, PAD4 inh -3, pPAFAH inh -2, PAFAH1B3 FP inh 4, PAFAH1B2 inh 2 and LYPLA2 counter -5.
COc1ccc(N2CC(C(=O)N(C)CC(=O)Nc3ccc(Cl)c(C(F)(F)F)c3)CC2=O)c(OC)c1 (configuration not stated) was read as PME-1 inh -4, GSTO1 counter -4, LYPLA1 counter -7, PAFAH2 inh -2, PAD4 inh -5, pPAFAH inh 9, PAFAH1B3 FP inh 6, PAFAH1B2 inh 1 and LYPLA2 counter -3.
For O=C(NC(=S)Nc1cccc2c(O)cccc12)c1ccco1 the results were PME-1 inh 21, GSTO1 counter 23, LYPLA1 counter -6, PAFAH2 inh 9, PAD4 inh 1, pPAFAH inh 18, PAFAH1B3 FP inh 16, PAFAH1B2 inh 0 and LYPLA2 counter -6.
CCC(=O)Nc1ccc2c(c1)C(=O)N(C1CCCCC1)C2=O was read as PME-1 inh -3, GSTO1 counter 10, LYPLA1 counter 6, PAFAH2 inh -7, PAD4 inh -4, pPAFAH inh -6, PAFAH1B3 FP inh -2, PAFAH1B2 inh 5 and LYPLA2 counter -1.
Screening CN1CCN(c2ccc(NC(=O)c3ccc4c(c3)OCCO4)cc2)CC1 returned PME-1 inh 4, GSTO1 counter -5, LYPLA1 counter -5, PAFAH2 inh 6, PAD4 inh 0, pPAFAH inh 3, PAFAH1B3 FP inh 4, PAFAH1B2 inh 2 and LYPLA2 counter -1.
Screening Cc1ccc(NC(=O)CN(C)C(=O)COc2cc(F)ccc2[N+](=O)[O-])cc1 returned PME-1 inh -5, GSTO1 counter -3, LYPLA1 counter -2, PAFAH2 inh -1, PAD4 inh -1, pPAFAH inh 2, PAFAH1B3 FP inh 5, PAFAH1B2 inh 5 and LYPLA2 counter 0.
`COc1ccc(C(CC(=O)N2CCCC(C)C2)c2c(O)cc(OC)cc2OC)cc1` (configuration not stated) gave PME-1 inh 1, GSTO1 counter 9, LYPLA1 counter -2, PAFAH2 inh -5, PAD4 inh 0, pPAFAH inh 4, PAFAH1B3 FP inh -2, PAFAH1B2 inh 6 and LYPLA2 counter 7.
`CCOC(=O)c1c(C)oc2ccc(NS(=O)(=O)c3cccs3)cc12` gave PME-1 inh -7, GSTO1 counter -6, LYPLA1 counter -3, PAFAH2 inh 1, PAD4 inh 2, pPAFAH inh 8, PAFAH1B3 FP inh -4, PAFAH1B2 inh 1 and LYPLA2 counter -1.
CC(=O)Nc1nnc(SCC(=O)Nc2nc(C)cs2)s1 was read as PME-1 inh -4, GSTO1 counter 2, LYPLA1 counter 2, PAFAH2 inh 6, PAD4 inh 3, pPAFAH inh 5, PAFAH1B3 FP inh 12, PAFAH1B2 inh 4 and LYPLA2 counter -3.
Screening CCOc1ccc(C(=O)NCC2CCCO2)cc1OCC (configuration not stated) returned PME-1 inh 2, GSTO1 counter 0, LYPLA1 counter -3, PAFAH2 inh -3, PAD4 inh -5, pPAFAH inh -1, PAFAH1B3 FP inh -2, PAFAH1B2 inh 3 and LYPLA2 counter -7.
For CCn1c(=O)n(CCc2ccccc2)c(=O)c2c3c(sc21)CCCC3 the results were PME-1 inh 4, GSTO1 counter 1, LYPLA1 counter -1, PAFAH2 inh 0, PAD4 inh -4, pPAFAH inh 6, PAFAH1B3 FP inh 4, PAFAH1B2 inh -1 and LYPLA2 counter -3.
For O=C(c1cccnc1)N1CCN(S(=O)(=O)c2cccs2)CC1 the results were PME-1 inh -1, GSTO1 counter 3, LYPLA1 counter 1, PAFAH2 inh 3, PAD4 inh -6, pPAFAH inh -6, PAFAH1B3 FP inh 2, PAFAH1B2 inh -1 and LYPLA2 counter 4.
CCC(=O)Nc1cccc(-c2nc3ncccc3o2)c1C was read as PME-1 inh -10, GSTO1 counter 0, LYPLA1 counter -1, PAFAH2 inh -2, PAD4 inh 3, pPAFAH inh 4, PAFAH1B3 FP inh 5, PAFAH1B2 inh 2 and LYPLA2 counter -7.
Screening O=C(N/N=C/c1cn(-c2cccs2)nc1-c1ccccc1)c1ccc(O)cc1 returned PME-1 inh -51, GSTO1 counter -73, LYPLA1 counter -52, PAFAH2 inh -34, PAD4 inh -4, pPAFAH inh -34, PAFAH1B3 FP inh 14, PAFAH1B2 inh -6 and LYPLA2 counter -79.
For Cc1ccc(CSc2nnc(-c3ccco3)n2N)cc1 the results were PME-1 inh 6, GSTO1 counter 0, LYPLA1 counter 3, PAFAH2 inh 2, PAD4 inh -1, pPAFAH inh 0, PAFAH1B3 FP inh 12, PAFAH1B2 inh 9 and LYPLA2 counter 1.

4 neighbouring compounds out of the list so far, for reference:
For O=C(c1cccnc1)N1CCN(S(=O)(=O)c2cccs2)CC1 the results were PME-1 inh -1, GSTO1 counter 3, LYPLA1 counter 1, PAFAH2 inh 3, PAD4 inh -6, pPAFAH inh -6, PAFAH1B3 FP inh 2, PAFAH1B2 inh -1 and LYPLA2 counter 4.
CCC(=O)Nc1cccc(-c2nc3ncccc3o2)c1C was read as PME-1 inh -10, GSTO1 counter 0, LYPLA1 counter -1, PAFAH2 inh -2, PAD4 inh 3, pPAFAH inh 4, PAFAH1B3 FP inh 5, PAFAH1B2 inh 2 and LYPLA2 counter -7.
Screening O=C(N/N=C/c1cn(-c2cccs2)nc1-c1ccccc1)c1ccc(O)cc1 returned PME-1 inh -51, GSTO1 counter -73, LYPLA1 counter -52, PAFAH2 inh -34, PAD4 inh -4, pPAFAH inh -34, PAFAH1B3 FP inh 14, PAFAH1B2 inh -6 and LYPLA2 counter -79.
For Cc1ccc(CSc2nnc(-c3ccco3)n2N)cc1 the results were PME-1 inh 6, GSTO1 counter 0, LYPLA1 counter 3, PAFAH2 inh 2, PAD4 inh -1, pPAFAH inh 0, PAFAH1B3 FP inh 12, PAFAH1B2 inh 9 and LYPLA2 counter 1.
